hERG protect – compounds protecting human hERG from proarrhythmic drug block. activation (rescue from dofetilide block), less the hit threshold, % at 10 µM. 310,000 tested, 0.51% active. AID 1511. Q12809. CHO-hERG, FluxOR thallium flux, dofetilide IC70 present;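 active = activation above the mean of controls blocked by dofetilide plus 5 SD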;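 note: thallium influx through hERG after potassium depolarization seen as dye fluorescence rise; in these data hits start at about 4.7%; inactives centre near -7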
HDAC3 inh – human HDAC3 inhibition; recombinant HDAC3, fluorogenic peptide/trypsin coupled, fluorescence; inhibition, % at 8.3 µM; 320,000 tested, 0.15% active; AID 2718; in the data active = inhibition above about 26%, passing the limit was not always enough
PolyA inhibitor – yeast polyadenylation inhibition. 300,000 tested, 0.02% active. S. cerevisiae SKY197-pL101 polyadenylation reporter, beta-gal luminescence; efflux-impaired pdr1/pdr3 knockout yeast; score 100 = 6 SD above DMSO. calls only at 12 µM;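 active = lowest replicate activity score at least 50, where 100 means six control SD above control mean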;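 note: yeast exposed to compound for 9 h at 30 °C; higher score means more reporter readthrough which indicates perturbed polyadenylation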
GSK3B inh – blocks human GSK3beta kinase activity | activity score (negative = inhibition), % at 10 µM | P49841 | 300,000 tested, 0.038% active | GST-GSK3beta kinase, ADP-Glo luminescence, 60 min; stronger effect = lower value;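 active = more than half of replicate wells score below -50%, meaning over 50% inhibition versus plate controls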;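 note: 0% = median DMSO wells and -100% = median GW8510 positive control wells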
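test system = GST-tagged human GSK3beta kinase, cell-free | reagent = 25 µM ATP with peptide substrate | dosing = one dose of 10 µM per compound | schedule = 60 min reaction, RT | detection = luminescent ADP-Glo measurement of ADP formed | control set = DMSO neutral wells and GW8510 at 20 µM as positive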
DYRK1A inh – blocks rat Dyrk1A kinase activity; Q63470; ADP-Glo luminescence, NFATc1 peptide; inhibition, % at 12.5 µM; 310,000 tested, 0.43% active; AID 504441; in the data active = inhibition above about 50%;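 note: plate controls were vehicle with enzyme for no effect and no enzyme for full effect; many of its hits are not listed in these tables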
KCNK9 block – blocks the human KCNK9 two-pore domain potassium channel; Q9NPC2; HEK293 KCNK9, FluxOR thallium flux fluorescence; stronger effect = lower value; B-score at 10 µM; 310,000 tested, 1.2% active; AID 488922;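 active = ratio B-score over 3 SD below the library mean, with starting fluorescence within 5 SD of its mean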;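 note: negative B-score means less thallium flux so channel inhibition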
KCNK3 inh – human KCNK3 channel inhibition, primary screen; AID 602410; CHO-KCNK3 thallium flux, FluxOR fluorescence; stronger effect = lower value; 340,000 tested, 0.84% active; B-score at 10 µM; O14649;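 active = B-score under library mean minus 4 SD, starting fluorescence ratio at most library mean plus 5 SD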;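 note: more negative B-score means stronger inhibition of thallium flux through KCNK3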
Target sequence (O14649 whole entry, looked up): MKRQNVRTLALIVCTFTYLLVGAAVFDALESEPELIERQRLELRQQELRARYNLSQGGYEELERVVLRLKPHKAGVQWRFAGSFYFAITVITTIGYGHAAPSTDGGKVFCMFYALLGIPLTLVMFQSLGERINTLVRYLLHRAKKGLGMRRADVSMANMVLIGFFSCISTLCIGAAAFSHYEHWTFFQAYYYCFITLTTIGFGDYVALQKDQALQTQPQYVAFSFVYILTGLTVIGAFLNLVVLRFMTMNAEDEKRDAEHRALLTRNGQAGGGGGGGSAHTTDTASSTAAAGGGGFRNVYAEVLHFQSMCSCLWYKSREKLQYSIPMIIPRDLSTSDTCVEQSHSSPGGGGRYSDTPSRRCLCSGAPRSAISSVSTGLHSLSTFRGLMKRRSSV
RGS4 act – RGS4 potentiation or activation | AID 463111 | HEK293 M3R/inducible RGS4, carbachol calcium flux Fluo4; stronger effect = lower value | 310,000 tested, 0.92% active | B-score at 10 µM;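 active = B-score of the integrated calcium signal more than 4 SD below the library mean, with starting fluorescence not abnormally high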;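 note: negative B-score means reduced calcium response which marks RGS4 activation or potentiation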
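Test system: HEK293 cells with stable M3R and inducible RGS4; also added: carbachol at ECmax as muscarinic agonist stimulus; schedule: dye loading 30 min 37 °C, buffer rest 30 min RT; technique: kinetic calcium fluorescence imaging with Fluo4-AM dye, 2 µM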
KCNQ1 act – potentiators or activators of human KCNQ1 potassium channel. P51787. CHO-K1 KCNQ1, thallium flux FluxOR fluorescence; stronger effect = higher value. B-score at 10 µM. 310,000 tested, 0.35% active;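 active = fluorescence ratio B-score, a plate-corrected score, at least three library SD, with initial intensity B-score within 5 SD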
Target sequence (P51787 whole entry, looked up): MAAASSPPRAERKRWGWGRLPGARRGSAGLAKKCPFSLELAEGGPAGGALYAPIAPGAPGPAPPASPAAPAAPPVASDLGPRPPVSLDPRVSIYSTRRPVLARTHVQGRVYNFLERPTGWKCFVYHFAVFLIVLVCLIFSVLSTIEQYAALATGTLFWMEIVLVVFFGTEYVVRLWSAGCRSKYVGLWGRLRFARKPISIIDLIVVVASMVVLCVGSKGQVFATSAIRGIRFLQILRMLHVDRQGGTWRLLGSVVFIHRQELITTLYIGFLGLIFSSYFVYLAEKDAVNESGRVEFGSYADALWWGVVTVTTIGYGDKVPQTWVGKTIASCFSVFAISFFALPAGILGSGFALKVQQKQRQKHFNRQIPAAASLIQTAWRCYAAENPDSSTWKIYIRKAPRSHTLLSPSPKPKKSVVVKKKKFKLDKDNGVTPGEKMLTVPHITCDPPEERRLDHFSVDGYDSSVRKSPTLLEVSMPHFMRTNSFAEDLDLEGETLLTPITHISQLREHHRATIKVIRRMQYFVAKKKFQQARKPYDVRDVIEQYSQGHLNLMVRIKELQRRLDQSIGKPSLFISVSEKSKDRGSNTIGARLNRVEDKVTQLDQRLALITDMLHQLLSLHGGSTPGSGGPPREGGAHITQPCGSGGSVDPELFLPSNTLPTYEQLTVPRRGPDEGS
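Schedule – 37 °C overnight plating, 90-min dark dye load, 20-min compound pretreatment · System – stable KCNQ1 CHO-K1 line · Probe or stimulus – thallium- and potassium-containing depolarizing buffer · Measured by – kinetic FluxOR fluorescence, 10 s baseline plus 110 s post-stimulus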
GSK3 alpha inh – human GSK-3 alpha kinase inhibition; P49840; ADP-Glo luminescence, 60 min; inhibition, % at 10 µM; 320,000 tested, 0.1% active;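 in the data active = inhibition above about 50%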;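 note: GST-tagged GSK-3 alpha with peptide substrate and 25 µM ATP; 0% = DMSO neutral wells and 100% = GW8510 positive control wells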
KCNQ1 block – blocks the human KCNQ1 potassium channel; CHO-K1 KCNQ1, FluxOR thallium flux fluorescence; stronger effect = higher value; B-score at 10 µM; 310,000 tested, 1.3% active; AID 2642;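 active = compounds whose thallium flux B-score, printed positive for inhibition, exceeds three library SD while starting fluorescence stays within three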;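 note: channel opened by potassium depolarization with thallium stimulus after 20 min compound exposure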
* marks the source's active call; other numbers are inactive results; i = inactive; / = no result given. Only part of the results is shown. The share of hits here may be higher or lower than overall.

no.	smiles	hERG protect	HDAC3 inh	PolyA inhibitor	GSK3B inh	DYRK1A inh	KCNK9 block	KCNK3 inh	RGS4 act	KCNQ1 act	GSK3 alpha inh	KCNQ1 block
1	COc1cc(C=Nc2cccc([N+](=O)[O-])c2C)ccc1OC(C)=O	-7	9	i	1	1	i	i	i	i	-2	i
2	Cc1cccc(C)c1NC(=O)CSc1nnc(-c2ccoc2C)n1C	-2	-10	i	2	7	i	i	i	i	0	i
3	Cc1ccc(NC(=O)c2ccc(F)c(S(=O)(=O)N3CCOCC3)c2)cc1F	-13	-1	i	2	-2	i	i	i	i	-4	i
4	CCCCOc1ccc(C(=O)N2CC(C)OC(C)C2)cc1 (centres undefined)	-9	4	i	3	1	i	i	i	i	-2	i
5	CC(=O)Nc1ccc(NC(=O)CSc2nnc3ccc(-c4cccnc4)nn23)cc1	-14	-2	i	-3	2	i	i	i	i	1	i
6	COc1ccc(C(=O)N/C(=C\c2ccco2)C(=O)NCCN2CCOCC2)cc1	-11	4	i	-25	-1	i	i	i	i	-1	i
7	Cc1nsc2nc3c(F)c(F)c(F)c(F)c3cc12	-14	6	i	2	8	i	i	i	i	1	i
8	CN(C)c1cccc(C(=O)N2CCCC(C(=O)c3cc(F)ccc3F)C2)c1 (centres undefined)	-18	-6	i	1	2	i	i	i	38*	0	i
9	Cc1ccc(-n2nnnc2Sc2nc([N+](=O)[O-])nn2C)c(C)c1	-4	5	i	1	-2	i	i	i	i	2	i
10	CCc1ccc(CN(C(=O)c2cccs2)C2CCS(=O)(=O)C2)cc1 (centres undefined)	-13	-3	i	0	-2	i	i	i	i	1	i
11	O=C(CN(CC1CCCO1)C(=O)CCC(=O)Nc1ccccn1)NCc1ccccc1 (centres undefined)	2	3	i	2	-6	i	i	i	i	5	i
12	Cc1cc(=O)oc2cc(OC(C(=O)O)c3ccccc3)ccc12 (centres undefined)	6.7*	-8	i	2	5	i	i	i	i	-1	i
13	O=C(COC(=O)COc1cccc2ccccc12)NCC(F)(F)F	-9	4	i	4	14	i	i	i	i	1	i
14	Cc1ccc(O)c(NC(=S)NC(=O)c2ccc(-c3ccc(Cl)cc3)o2)c1	-11	11	i	0	/	i	i	i	i	-2	i
15	Nc1ccccc1Nc1nc2ccccc2[nH]1	-14	-3	i	4	-3	i	i	i	i	-2	i
16	Cc1ccccc1NC(=S)NC(NC(=O)c1ccco1)C(Cl)(Cl)Cl (centres undefined)	-2	5	i	-1	6	i	i	i	i	-3	i
17	O=C(Nc1cc([N+](=O)[O-])ccc1F)c1cccs1	-2	1	i	-4	-2	i	i	i	i	0	i
18	COc1ccc(Cl)cc1N(C)C(=O)CCc1nc(-c2ccc(C)cc2)no1	-12	15	i	4	-3	i	i	i	i	-2	i
19	Cc1cnccc1CNC(=O)C1CCC(=O)N(Cc2ccc(Cl)cc2)C1 (centres undefined)	-7	-5	i	-2	-2	i	i	i	i	-1	i
20	CCSc1nnc(NC(=O)CSc2nnc(Cc3cccn3C)n2-c2ccc(F)cc2)s1	-10	/	i	0	-2	i	i	i	i	/	i
21	COc1ccc(-n2c(O)c(C=Nc3ccccc3)c3ccccc3c2=O)cc1	-7	-4	i	5	8	i	i	i	i	1	i
22	CC(C)CN(C(=O)CN1CCN(S(=O)(=O)c2ccc3ccccc3c2)CC1)c1c(N)n(CC(C)C)c(=O)[nH]c1=O	-5	6	i	5	11	i	i	i	i	-2	i
23	COc1ccccc1C(=O)OCC(=O)Nc1ccccc1OC(F)F	-8	6	i	-5	17	i	i	i	i	-1	i
24	COc1ccc(NC(=O)C(c2ccc(OC)cc2)N(Cc2ccco2)C(=O)CC2NC(=O)NC2=O)cc1 (centres undefined)	-1	2	i	-3	-6	i	i	i	i	-1	i
25	Cc1ccc(CN2CCN(Cc3cn[nH]c3-c3cccc(F)c3)CC2CCO)o1 (centres undefined)	-1	9	i	0	-4	i	i	i	i	-1	i
26	CCc1ccc(Nc2nc(C)cc(C)c2C(N)=O)cc1	-9	0	i	1	6	i	i	i	i	1	i
27	CCN(CC(=O)Nc1ccc(NC(C)=O)cc1)C(=O)Cc1ccc(Cl)c(Cl)c1	-9	/	i	4	-4	i	i	i	i	/	i
28	CCCN(CC1COc2ccccc2O1)C(=S)Nc1ccc(C)cc1 (centres undefined)	-8	1	i	-6	1	i	i	i	i	0	i
29	O=C(Nc1ccccc1C(F)(F)F)c1cc(S(=O)(=O)N2CCOCC2)ccc1F	-5	-6	i	1	2	i	i	i	i	-1	i
30	CC(=O)OCC(=O)[C@H]1CC[C@H]2[C@@H]3CCC4=CC(=O)CC[C@]4(C)[C@H]3CC[C@]12C	-3	-2	i	-1	-4	i	i	i	i	-5	i
31	CC(NC(=O)COC(=O)C1CCC1)c1ccccc1 (centres undefined)	-3	2	i	2	2	i	i	i	i	-2	i
32	COc1ccc(C(=O)N/C(=C\c2cc(OC)c(OC)cc2[N+](=O)[O-])C(=O)NCCO)cc1	-6	4	/	1	-13	i	i	i	i	1	i
33	O=[N+]([O-])c1cc2c(cc1/C=N/n1cnnc1)OCO2	-8	4	i	6	-3	i	i	i	i	-4	i
34	O=C(O/N=C1\CCCc2ccccc21)C1CC1	-1	-6	i	0	/	i	i	i	i	-1	i
35	Cc1noc(C)c1S(=O)(=O)N1CCCC(C(=O)Nc2cccnc2)C1 (centres undefined)	-1	0	i	2	0	i	i	i	i	1	i
36	O=C(COC(=O)/C=C/c1ccc(S(=O)(=O)N2CCOCC2)cc1)NCc1ccc(Cl)cc1	-9	-4	i	7	/	i	i	i	i	-3	i
37	CC(=O)N1CCc2cc(Br)cc(S(=O)(=O)NCCN3CCCCC3C)c21 (centres undefined)	-5	3	i	1	-3	i	i	i	i	-1	i
38	CCCCN(C(=O)/C=C/c1ccco1)c1c(N)n(CC(C)C)c(=O)[nH]c1=O	-6	5	i	-1	1	i	i	i	i	0	i
39	Cc1cccc(N2C(=O)c3ccc(C(=O)Nc4ccccn4)cc3C2=O)c1	-2	3	i	-2	3	i	i	i	i	-1	i
40	CCOc1ccc(NC(=S)N(CCN2CCOCC2)Cc2cc3cc4c(cc3[nH]c2=O)OCCO4)cc1	-12	4	i	-1	0	i	i	i	i	-27	i
41	C=CCN(CC=C)CC(O)CN(c1cc([N+](=O)[O-])ccc1OC)S(=O)(=O)c1ccccc1 (centres undefined)	-8	1	i	0	-3	i	i	i	i	0	i
42	Cc1cccc(NC(=O)C2CCN(S(=O)(=O)c3cccc4cccnc34)CC2)c1	-3	4	i	1	8	i	i	i	i	-1	i
43	CCOc1ccccc1CN1CCNC(=O)C1CC(=O)N(C)CCc1ccccn1 (centres undefined)	-6	-4	i	1	0	i	i	i	i	0	i
44	Nc1nc(Nc2ccccc2)n[nH]1	-2	/	i	6	-3	i	i	i	i	-3	i
45	COc1ccc(-c2noc(CN(C(=O)c3ccc(OC(C)=O)cc3)C(C)C)n2)cc1OC	-4	2	i	2	1	i	i	i	i	-4	i
46	NC(=O)c1ccccc1NS(=O)(=O)c1ccc(F)cc1	-15	1	i	-2	-5	i	i	i	i	-3	i
47	CCN1CCCC1CN(Cc1cc2cc(C)ccc2[nH]c1=O)C(=O)Nc1ccccc1OC (centres undefined)	-7	4	i	0	-2	i	i	i	i	-1	i
48	Cc1ccc(C)c(/C=C2\CCn3c2nc2cc(C(=O)O)ccc2c3=O)c1	-9	2	i	1	3	i	i	i	i	7	i
49	Cn1c(=O)n(C)c2cc(S(=O)(=O)N3CCOCC3)ccc21	-10	-1	i	2	4	i	i	i	i	1	i
50	Cc1cccnc1NC1CCCCC1	-7	2	i	0	2	i	i	i	i	-2	i
51	Cc1ccccc1NC(=O)c1cccc(C(=O)Nc2ccccc2C)n1	-11	-3	i	-2	1	i	i	i	i	0	i
52	Cc1cc(OCC(=O)NNC(=S)NCC2CCCO2)cc(C)c1Cl (centres undefined)	-13	-1	i	-1	0	i	i	i	i	-4	i
53	c1ccc(Cn2c(Nn3cnnc3)nc3ccccc32)cc1	-5	1	i	2	6	i	i	i	i	-2	i
54	O=C(c1ccco1)N1CCN(C(=O)C2CC(c3ccc(Cl)cc3)=NO2)CC1 (centres undefined)	-9	-6	i	2	2	i	i	i	i	-1	i
55	N#CC(C(=O)OC1CCCCC1)c1nc2ccccc2nc1N1CCOCC1 (centres undefined)	-9	3	i	-2	3	i	i	i	i	-3	i
56	COc1ccccc1C(=O)OC1CCCN(C)C1 (centres undefined)	-1	-2	i	2	0	i	i	i	i	-2	i
57	COc1nc(-c2ccccc2)c2cc(C)ccc2n1	-7	-10	i	4	9	i	i	i	i	-3	i
58	Cc1cc(C)c(C(=O)Nc2ccc(Br)c(C(F)(F)F)c2)c(C)c1	-7	1	i	3	3	i	i	i	i	4	i
59	O=C(Cn1nnc2ccccc21)c1cccc([N+](=O)[O-])c1	5.3*	3	i	0	0	i	i	i	i	-2	i
60	COc1ccc(CCCC(=O)Nc2ccccc2F)cc1	-5	9	i	-1	-3	i	i	i	i	-1	i

Nothing new here: 2 of the compounds above.
no.	smiles	hERG protect	HDAC3 inh	PolyA inhibitor	GSK3B inh	DYRK1A inh	KCNK9 block	KCNK3 inh	RGS4 act	KCNQ1 act	GSK3 alpha inh	KCNQ1 block
1	COc1cc(C=Nc2cccc([N+](=O)[O-])c2C)ccc1OC(C)=O	-7	9	i	1	1	i	i	i	i	-2	i
2	Cc1cccc(C)c1NC(=O)CSc1nnc(-c2ccoc2C)n1C	-2	-10	i	2	7	i	i	i	i	0	i

Additional structures follow:
no.	smiles	hERG protect	HDAC3 inh	PolyA inhibitor	GSK3B inh	DYRK1A inh	KCNK9 block	KCNK3 inh	RGS4 act	KCNQ1 act	GSK3 alpha inh	KCNQ1 block
61	O=C(O)c1cn(-c2ccc(F)cc2)c2cc(Cl)c(F)cc2c1=O	-3	2	i	-1	6	i	i	i	i	-2	i
62	Cc1c(NS(=O)(=O)c2ccc(N)cc2)c(=O)n(-c2ccccc2)n1C	-4	1	i	2	-1	i	i	i	i	0	i
63	CCCC(=O)n1nc(-c2cccnc2)nc1NCc1cccs1	-10	/	i	-2	-4	i	i	i	i	/	i
64	Cc1ccc(S(=O)(=O)CCC(=O)NCc2ccc(Cl)cc2)cc1	-8	-2	i	1	0	i	i	i	i	-1	i
65	COCCNC(=O)CSC1=N/C(=C/c2ccc(Cl)c(Cl)c2)C(=O)N1c1ccccc1F	-6	-10	i	-1	-1	i	i	i	i	-1	i
66	CCCCc1ccc(-c2ccc(Br)cc2O)nc1	-5	1	i	1	-10	i	i	i	i	0	i
